EphA4 KYL inhibition – EphA4 ligand-binding antagonists – biochemical, colorimetric, mouse EphA4, primary screen (AID 689) | EphA4-AP binding to KYL peptide, pNPP A405; higher % means a stronger effect | one-dose inhibition, % at 10 µM; IC50 in µM for titrated hits | 62,000 compounds, 0.1% hits; in the data active means a potency from the dose series; inactive means the rest, 99 in 100 with inhibition below about 22%
* marks the source's active call; other numbers are inactive results; & = joins results of further samples. Not all compounds are listed (hit frequency here may not be typical).

SMILES	EphA4 KYL inhibition
c1ccc(-c2nc3ccccc3o2)nc1	-12%
O=C(NN1C(=O)c2ccccc2C1=O)C1CCCCC1	-5%
CCCn1c(CN2CCN(c3cccc(Cl)c3)CC2)nc2c1c(=O)n(C)c(=O)n2C	-10%
CC(=O)Nc1cccc(NC(=O)CCCC(=O)O)c1	-7%
Cc1ccc2cccc(O)c2[n+]1[O-]	-2%
CCOc1ccccc1NC(=O)c1cc(C(=O)O)ccc1C(=O)O	-2%
CCc1ccc(N(CC(=O)Nc2nc3ccc(C)cc3s2)S(=O)(=O)c2c(C)noc2C)cc1	7%
CCCCC(=O)Nc1nnc(SCC(=O)NC2CCCC2)s1	-14%
COc1cc(C(=O)NC(NC(=S)Nc2cccc(C)c2)C(Cl)(Cl)Cl)cc(OC)c1OC (stereo unspecified)	-9%
CCCc1cc(C(=O)NCc2ccco2)no1	13%
COc1ccc(NC(=O)Cc2cccs2)c(OC)c1	0%
C=CCN=C1CC(C)(C)CC(=O)/C1=C(/O)CCC(=O)OC	9%
COc1ccc(N2C(=O)c3ccccc3NC2c2ccc(OC)cc2OC)cc1 (stereo unspecified)	9%
CCOC(=O)CN1C(=O)C(Sc2n[nH]c(-c3ccc(C)cc3)n2)CCc2ccccc21 (stereo unspecified)	-12%
CCn1c(C)c2c([n+]1CC)CC(C)(C)CC2=O	-2%
O=C(/C=C/Nc1ccccc1)c1ccc(Oc2ncccn2)cc1	-1%
O=C(C1CCN(S(=O)(=O)c2ccc3ccccc3c2)CC1)N1CCN(c2ncccn2)CC1	-22%
CSc1nn(CCc2ccncc2)c(=S)s1	3%
NC(=O)c1oc2ccc(Cl)cc2c1N	-23%
O=C(c1ccco1)N1CCN(S(=O)(=O)c2ccc(Cl)s2)CC1	-20%

Among those listed so far, these have an aryl thioether with sulfur outside any ring.
SMILES	EphA4 KYL inhibition
CCCCC(=O)Nc1nnc(SCC(=O)NC2CCCC2)s1	-14%
CCOC(=O)CN1C(=O)C(Sc2n[nH]c(-c3ccc(C)cc3)n2)CCc2ccccc21 (stereo unspecified)	-12%
CSc1nn(CCc2ccncc2)c(=S)s1	3%

Additional results follow:
SMILES	EphA4 KYL inhibition
O=C(CN1C(=O)C2CC=CCC2C1=O)Nc1ccc(-c2nnc3n2CCCCC3)cc1 (stereo unspecified)	-4%
CC1OC2C(OC1C)N(S(C)(=O)=O)CCN2S(C)(=O)=O (stereo unspecified)	13%
O=C(Nc1nc(-c2ccco2)cs1)c1ccccc1	-1%
CC1=C(C(=O)Nc2ccccc2)C(c2ccc(Br)cc2)NC(=O)N1 (stereo unspecified)	-5%
COc1ccc(S(=O)(=O)NCc2ccco2)c2ccccc12	-17%
CCOC(=O)c1ccc(COC(=O)CCc2nc(-c3ccccc3)c(-c3ccccc3)o2)cc1	3%
COc1ccc(-c2cc3ccccc3oc2=O)cc1NC(=S)NC(=O)c1ccc2c(c1)OCCO2	3%
CCOC(=O)N(Cc1ccccc1)C(C(=O)O)C(C(=O)O)N(Cc1ccccc1)C(=O)OCC (stereo unspecified)	15%
CNc1nc(C)c(C(=O)OCC(=O)OC)s1	6%
COc1cc(C2C(C#N)=C(N)Oc3n[nH]c(-c4ccncc4)c32)cc(OC)c1OC (stereo unspecified)	-3%
CC(C)C[C@H](NC(=O)Nc1cccc(Cl)c1)C(=O)O	-4%
CCOC(=O)COc1cc2c(C(=O)OCC)c(C)oc2cc1Br	-5%
COc1ccccc1-c1c(C)nn2c(N3CCN(c4ccccc4OC)CC3)cc(C)nc12	-1%
Nc1nc(CN2CCCCCC2)nc(Nc2ccc(F)cc2)n1	4%
COc1ccc(NC(=O)c2cc(C(C)C)on2)cc1OC	-9%
CC(C)COC(=O)NCCCOC(=O)Nc1ccccc1	12%
COc1ccc(CNC(=O)COc2ccc([N+](=O)[O-])cc2)cc1	-9%
Cc1nnc(SC(C)C(=O)Nc2ccc(S(=O)(=O)N3CCCCCC3)cc2)s1 (stereo unspecified)	-14%
COCCCNC(=O)COc1ccc(C)cc1	-2%
Cc1ccc(OCCCC(=O)N2CCOCC2)cc1	-4%

Pulled one by one from the list above, 2 records:
SMILES	EphA4 KYL inhibition
COc1ccc(CNC(=O)COc2ccc([N+](=O)[O-])cc2)cc1	-9%
CC1=C(C(=O)Nc2ccccc2)C(c2ccc(Br)cc2)NC(=O)N1 (stereo unspecified)	-5%

Following part
SMILES	EphA4 KYL inhibition
CC1CN(Cc2ccc(C#N)cc2Cl)CC(C)O1 (stereo unspecified)	-7%
O=C(OCC(=O)N1CCN(C(=O)c2ccco2)CC1)c1ccccc1OCc1ccc(Cl)cc1	-10%
Cc1ccc(S(=O)(=O)N(CCCN2CCCC2=O)Cc2cc3c(C)ccc(C)c3[nH]c2=O)cc1	7%
Cc1ccc(S(=O)(=O)NCCC(=O)Nc2ccc([N+](=O)[O-])cc2)cc1	-5%
COc1ccc(NC(=O)C2(c3ccc(NC(=O)c4ccc(C)cc4)cc3)CCCC2)cc1	-8%
Cc1nn(Cc2ccccc2)c(C)c1NC(=O)c1noc2c1CCc1ccccc1-2	-5%
Oc1ccc(-c2nc3ccccn3c2NCc2ccco2)cc1	-6%
Cc1cc(C)nc(SCC(=O)NCc2ccco2)n1	1%
CCOc1ccc(C(=O)Nc2cc(Cl)cc(Cl)c2)cc1Br	-15%
COc1cc2ccccc2cc1C(=O)Nc1ccc(S(=O)(=O)Nc2cc(C)on2)cc1	2%
O=c1oc(-c2ccc(Cl)cc2Cl)nc2ccccc12	-2%
COc1ccc(N=Cc2ccc[nH]2)cc1	-5%
COc1ccc2c(c1)CCC/C2=N\OC(=O)c1ccccc1F	-19%
Cc1nn(C(C)CC(=O)O)c(C)c1Br (stereo unspecified)	-20%
C=CCOc1cccc(C2/C(=C(/O)c3ccccc3)C(=O)C(=O)N2CCN2CCOCC2)c1 (stereo unspecified)	-8%
COC(=O)C1C(=O)c2c([nH]c(C(=O)OCCSC)c2C)CC1C (stereo unspecified)	0%
COc1nc(-c2ccccc2)ccc1-c1noc(-c2ccccc2F)n1	-2%
Cc1nc(=O)c(-c2ccccc2)c(C)n1-c1ccccc1O	-19%
CCCCCCc1nc2ccccc2c(=O)n1N	-22%
CCc1ccc(N2CC(C(=O)NCc3ccc(C)cc3)CC2=O)cc1 (stereo unspecified)	-6%
CC(C)(C)C1CCc2c(sc(NC(=O)c3cccs3)c2C(=O)N2CCCCC2)C1 (stereo unspecified)	11%
CCOC(=O)c1cccc(N2C(N)=NC(N)=NC2(C)C)c1	-1%
COc1ccc(CCN(C)Cc2ccc(OCc3ccccc3)c(OC)c2)cc1OC	4%
O=C(c1cc2ccccc2oc1=O)N1c2ccccc2Sc2ccccc21	11%
Cc1ccc(F)cc1NC(=O)c1c(-c2ccccc2)noc1C	1%
COc1ccc(-n2nnc3c(SCC(=O)NCC4CCCO4)ncnc32)cc1 (stereo unspecified)	-2%
COc1ccc(-c2noc(/C=C/c3ccccc3)n2)cc1	-2%
CCCN(CCC)C(C(=O)Nc1cccc(OC)c1)c1ccccc1 (stereo unspecified)	-4%
CCOc1cc(N2CCOCC2)c(OCC)cc1NC(=O)COC(=O)c1cc(C)oc1C	1%
Cc1cc(C(F)(F)F)nc(SCC(=O)c2cccc([N+](=O)[O-])c2)n1	1%
Cc1cccc(OC(=O)CN2C(=O)C3C4CCC(C4)C3C2=O)c1C (stereo unspecified)	8%
Cc1ccc(C2CN(C)C3(C(=O)Nc4ccccc43)C23COc2ccccc2C3=O)cc1 (stereo unspecified)	-6%
CC1CCN(c2nc3ccccc3nc2C(C#N)C(=O)OC2CCCCC2)CC1 (stereo unspecified)	42%
O=C(Nc1nc2ccccc2n1CCOc1ccc(Cl)cc1)c1ccco1	2%
CCCC1C(c2ccccc2)C(C#N)(C#N)C2(C#N)CC1(N)NC2=O (stereo unspecified)	-8%
CCOC(=O)Cc1csc(NC(=O)CCc2ccc(S(=O)(=O)N3CCOCC3)cc2)n1	-1%
O=C(CN1CCOCC1)Nc1ccc(-c2nc3ccccc3[nH]2)cc1	-2%
CCOC(=O)CSC1=NC(=O)/C(=C\c2ccc(Cl)cc2)S1	9%
Cc1cc(Cl)ccc1OCC(=O)NCCC(=O)O	-12%
Fc1ccccc1Cn1nnc2c(-n3ccnc3)ncnc21	7%

3 compounds already listed, sorted by the number in EphA4 KYL inhibition, rising.
SMILES	EphA4 KYL inhibition
Cc1ccc(C2CN(C)C3(C(=O)Nc4ccccc43)C23COc2ccccc2C3=O)cc1 (stereo unspecified)	-6%
CCOc1cc(N2CCOCC2)c(OCC)cc1NC(=O)COC(=O)c1cc(C)oc1C	1%
Cc1cccc(OC(=O)CN2C(=O)C3C4CCC(C4)C3C2=O)c1C (stereo unspecified)	8%

More records follow.
SMILES	EphA4 KYL inhibition
CCC1C(=O)N=C(SCC(=O)Nc2ccccn2)NC1=O (stereo unspecified)	-4%
Cc1nc2c(oc3ccccc32)c(=O)o1	3%
CC1=NN(C(=O)c2ccc(Br)cc2)C(O)(C(F)(F)OC(F)(F)F)C1 (stereo unspecified)	-16%
Cc1ccnc(SCC(=O)Nc2sc3c(c2C#N)CCCC3)n1	-2%
CCCCOc1ccc(/C(O)=C2/C(=O)C(=O)N(CCCOC)C2c2ccncc2)cc1C (stereo unspecified)	-16%
CCNC(=O)C(=O)Nc1ccc(OCC)cc1	-2%
Cc1ccc(-n2c(C)nc3c(cnn3-c3ccc(F)cc3)c2=O)cc1	-10%
Cc1ccc(C(=O)Cn2c(C)cc(C)c(C#N)c2=O)cc1	-8%
COc1cc(OC)c(OC)cc1/C=N/NC(=S)NCC1CCCO1 (stereo unspecified)	-12%
CCCS(=O)(=O)N1CCn2c(nc3ccccc32)C1	-7%
CCCCOc1ccc(C(=O)Nc2ccc(N3CCN(C(C)=O)CC3)cc2)cc1	-1%
CCOC(=O)CSc1nc2sc3c(c2c(=O)[nH]1)CC(C)(C)OC3	-18%
COc1ccc(C2C=C(c3cccs3)Nc3nc(CCCO)nn32)cc1 (stereo unspecified)	5%
Nn1c(SCC(=O)Nc2ccc3c(c2)OCCO3)nnc1C(F)(F)F	-14%
CC(=O)Oc1c(Cl)cc(Cl)cc1/C=C/c1ccc2ccccc2n1	-6%
CC1(C)SSC(=O)C1NC(=O)c1ccccc1 (stereo unspecified)	-4%
CCC(C)[C@H](NC(=O)NCc1ccc(Cl)cc1)C(=O)OC (stereo partly specified)	-18%
Cn1c(/C=N/NC(=O)c2ccccc2)nc2ccccc21	-4%
Cn1c(=O)oc2cc(S(=O)(=O)N3CCCC(C(=O)NCc4ccc5c(c4)OCO5)C3)ccc21 (stereo unspecified)	-13%
COc1ccccc1N1CCN(C(=O)c2cc3c(-c4ccc(Cl)cc4)nn(C)c3s2)CC1	-5%
CCC(=O)Nc1ccnc(-c2cccnc2)n1	-17%
COc1ccccc1C(=O)Nc1ccccc1N1CCOCC1	-3%
COC(=O)C1=C(C)NC2=C(C(=O)CCC2)C1c1cn(Cc2ccc(Br)cc2)nc1-c1ccccc1 (stereo unspecified)	-4%
Cc1ccc(-c2nc(CS(=O)CC(=O)NC3CCC(C)CC3)c(C)o2)cc1 (stereo unspecified)	6%
CSc1nc(C)cc(OCC(=O)n2nc(C)cc2C)n1	-1%
CC(=O)OCC1OC(n2ccc(=O)[nH]c2=O)C(O)C1O (stereo unspecified)	-15%
C=C(C)COc1ccc2oc(C)c(C(=O)OCCOC)c2c1	4%&-4%
CCCCNC(=O)CC(=O)Nc1ccccc1C(=O)O	-10%
CC1C(C#N)=C(N)OC2=C1C(=O)CCC2 (stereo unspecified)	7%
Cn1cc(S(=O)(=O)NCc2ccco2)c(=O)n(C)c1=O	-7%
COc1ccc(OCC(=O)Nc2nc3ccccc3[nH]2)cc1	1%
COc1ccc(C)cc1NC(=O)c1cccc(I)c1	-2%
O=C(N1CCC(O)(c2cccnc2)CC1)C12CC3CC(CC(C3)C1)C2	0%
CC(C)NC(=O)C(=O)NC1CCCCCC1	-4%
Fc1ccc2nc3n(c2c1F)CCCCCC3	-18%
Cc1ccc(NC(NC(=O)c2ccccn2)C(Cl)(Cl)Cl)cc1 (stereo unspecified)	2%
Cc1cc(Nc2ccc(F)cc2)nc(N)n1	-5%
Cc1nc2c(cnn2-c2ccccc2Cl)c(=O)n1-c1ccc(N2CCC(C)CC2)cc1	-2%
CCC1=NN(C(=O)c2ccc(Cl)cc2)C(O)(c2ccc(Br)cc2)C1 (stereo unspecified)	11%
CSC(=NCCCN1CCOCC1)NS(=O)(=O)c1cccs1	-10%

Entries shown so far that contain a COOH group:
SMILES	EphA4 KYL inhibition
CC(=O)Nc1cccc(NC(=O)CCCC(=O)O)c1	-7%
CCOc1ccccc1NC(=O)c1cc(C(=O)O)ccc1C(=O)O	-2%
CCOC(=O)N(Cc1ccccc1)C(C(=O)O)C(C(=O)O)N(Cc1ccccc1)C(=O)OCC (stereo unspecified)	15%
CC(C)C[C@H](NC(=O)Nc1cccc(Cl)c1)C(=O)O	-4%
Cc1nn(C(C)CC(=O)O)c(C)c1Br (stereo unspecified)	-20%
Cc1cc(Cl)ccc1OCC(=O)NCCC(=O)O	-12%
CCCCNC(=O)CC(=O)Nc1ccccc1C(=O)O	-10%

The results go on.
SMILES	EphA4 KYL inhibition
CCOC(=O)Nc1ccc(C)cc1NC(=O)OCC	-6%
CC(C)n1cnc2cc(NCc3ccco3)ccc21	-1%
CCOC(=O)c1sc(-n2[nH]c(C)cc2=O)nc1C	0%
COC(=O)c1sc2nc(CSc3nc4ccc(C)cc4[nH]3)[nH]c(=O)c2c1C	-6%
Cc1ccc(C(=O)O/N=C\c2ccc(N3CCOCC3)c([N+](=O)[O-])c2)cc1	-3%
CCC(C(=O)NC1CCCC1)N(Cc1ccc2c(c1)OCO2)C(=O)c1snc(C(N)=O)c1N (stereo unspecified)	-10%
CCOC(=O)c1cc(C#N)c(SC)nc1-c1ccccc1	-4%
CC(=O)NCc1nc2ccccc2n1Cc1ccccc1F	-15%
[O-][n+]1onc2c3cc(-c4ccccc4)nnc3ccc21	-16%
C=CCn1c(=NC(=O)C2CC2)sc2cc(NC(C)=O)ccc21	-5%
